# CHO-K1 Ca antag – nonselective inhibitor or artifact in parental CHO-K1 cells. ATP-induced calcium, Fluo-8 fluorescence. 360,000 tested, 0.6% active. inhibition, % at 3 µM;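 active = inhibition above a per-plate cutoff, the plate's mean sample inhibition plus 3 SD, cut at about 24% in these data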;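 also: 0% = DMSO plus EC80 ATP and 100% = DMSO alone without ATP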
# OXTR potentiator – human OXTR potentiation | 320,000 tested, 0.061% active | P30559 | CHO-OTR cells, Fluo-8 calcium fluorescence, potentiator mode; 0% = oxytocin EC15, 100% = EC100 | activation, % at 3 µM;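 active = activation above that plate's cutoff, the mean activation of tested compounds plus 3 SD, cut at about 6.6% in these data, passing the limit was not always enough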;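 also: 100% uses oxytocin at 75 nM as the full agonist control; some results filed as inactive read as strong as hits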
# Target sequence (P30559 whole entry, looked up): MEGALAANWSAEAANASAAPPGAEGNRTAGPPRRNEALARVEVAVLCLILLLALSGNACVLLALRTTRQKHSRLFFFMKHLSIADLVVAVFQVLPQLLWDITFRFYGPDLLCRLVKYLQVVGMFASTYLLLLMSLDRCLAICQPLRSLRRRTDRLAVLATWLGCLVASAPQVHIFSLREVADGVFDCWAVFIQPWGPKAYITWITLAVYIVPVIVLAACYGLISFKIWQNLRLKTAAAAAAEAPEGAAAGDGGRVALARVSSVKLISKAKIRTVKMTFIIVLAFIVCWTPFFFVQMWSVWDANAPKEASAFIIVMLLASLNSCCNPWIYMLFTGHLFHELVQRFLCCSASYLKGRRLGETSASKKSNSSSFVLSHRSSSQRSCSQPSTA
#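 test system = CHO-OTR cells, human receptor | compound = single-point 3.0 µM | schedule = 6 min compound pre-incubation at room temperature, 100 s kinetic read | signal = Fluo-8 no-wash calcium dye fluorescence, excitation 470-495 nm, emission 515-575 nm | repeats = single well per compound, singlicate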
# OXTR agonist – agonists of human oxytocin receptor; CHO-OTR cells, Fluo-8 calcium fluorescence; normalized: DMSO 0%, oxytocin 100%; activation, % at 3 µM; 320,000 tested, 0.32% active;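 active = activation above the mean of all tested compounds plus 3 SD, cutoff set per screening run, cut at about 20% in these data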;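 also: peak over basal fluorescence ratio from a 100 s FLIPR kinetic read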
# CHO-K1 Ca ag – M1 agonist counterscreen hit in parental CHO-K1 cells; Fluo-8 calcium fluorescence; scaled to maximal ATP response, vehicle zero; activation, % at 3 µM; 360,000 tested, 0.48% active; in the data active = activation above about 15%;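 also: untransfected CHO-K1 host cells lacking M1 receptor as counterscreen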
# M1 PAM parental – M1 PAM counterscreen hit in parental CHO-K1 cells; activation, % at 3 µM; 360,000 tested, 0.02% active; ATP EC20, Fluo-8 calcium fluorescence; 0% at ATP EC20, 100% at ATP max;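 active = activation above the run cutoff, the mean activation of all test compounds plus 3 SD, cut at about 40% in these data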;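 also: peak over basal fluorescence ratio in a 140 s read after ATP addition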
# GPR7 antag – blocks human GPR7 receptor signaling; inhibition, % at 4.4 µM; 290,000 tested, 1.1% active; GPR7-expressing cells, fluorescence antagonist assay; P48145; AID 1861; in the data active = inhibition above about 16%, passing the limit was not always enough;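 also: cells stimulated with the agonist NPW; 0% = agonist with vehicle and 100% = vehicle without agonist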
# Target sequence (P48145 whole entry, looked up): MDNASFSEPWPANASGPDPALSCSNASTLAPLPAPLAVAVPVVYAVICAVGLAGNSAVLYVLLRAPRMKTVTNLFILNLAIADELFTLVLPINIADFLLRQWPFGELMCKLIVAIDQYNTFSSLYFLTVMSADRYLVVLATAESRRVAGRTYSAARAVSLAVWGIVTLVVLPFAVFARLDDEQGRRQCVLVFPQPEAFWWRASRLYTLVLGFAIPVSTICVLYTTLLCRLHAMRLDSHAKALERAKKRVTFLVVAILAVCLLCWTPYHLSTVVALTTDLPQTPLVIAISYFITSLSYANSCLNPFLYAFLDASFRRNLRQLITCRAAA
# TAAR1 antagonist – antagonists of human TAAR1; Q96RJ0; CHO RD-HGA16 TAAR1, Fluo-8 calcium fluorescence, antagonist; inhibition, % at 3 µM; 360,000 tested, 1.5% active; AID 624466;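 active = inhibition above a per-plate cutoff, the mean inhibition of test compounds on that plate plus 3 SD, cut at about 49% in these data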;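 also: 0% = DMSO plus EC80 beta-PEA response and 100% = DMSO alone without agonist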
# Target sequence (Q96RJ0 whole entry, looked up): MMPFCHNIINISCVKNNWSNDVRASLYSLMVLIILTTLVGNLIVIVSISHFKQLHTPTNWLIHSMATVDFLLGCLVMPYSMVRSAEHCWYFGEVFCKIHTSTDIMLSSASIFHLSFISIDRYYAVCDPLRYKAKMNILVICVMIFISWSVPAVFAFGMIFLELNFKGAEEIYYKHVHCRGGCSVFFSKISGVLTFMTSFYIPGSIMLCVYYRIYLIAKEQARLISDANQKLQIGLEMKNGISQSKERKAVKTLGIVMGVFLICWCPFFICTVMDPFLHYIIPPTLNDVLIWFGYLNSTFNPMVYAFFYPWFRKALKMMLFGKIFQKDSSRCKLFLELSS
#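 Material: CHO RD-HGA16 cells bearing hTAAR1; compound dosing: one-point dosing, 3 µM nominal final; schedule: dye loading 75 min at 37 °C, then 30 min room temperature; measured by: calcium fluorescence with Fluo-8; control set: vehicle and agonist controls; replication: n of 1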
# V1aR counter – V1a receptor agonism, counter-screen for OXTR agonists | P37288 | CHO-V1R cells, Fluo-8 calcium fluorescence, agonist mode; 0% DMSO, 100% 3 nM vasopressin | activation, % at 3 µM | 320,000 tested, 0.25% active | AID 2797;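 active = activation above the mean activation of all tested compounds plus 3 SD, per screening run, cut at about 20% in these data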;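 also: signal is peak over basal fluorescence ratio across a 100 second FLIPR read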
# CHO parental Ca – signal in parental CHO cells, OX1R antagonist counter-screen. parental CHO-K1, ATP-induced calcium, Fluo-8 fluorescence. inhibition, % at 5.6 µM. 330,000 tested, 0.63% active. AID 463079;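 active = inhibition above that plate's mean sample inhibition plus 3 SD, cut at about 26% in these data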;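 also: 0% = ATP-challenged DMSO wells and 100% = DMSO wells without ATP; some compounds past the cut are filed as inactive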
#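 Assay system – parental CHO cells · Reagent – ATP stimulus · Detection – intracellular calcium via Fluo-8 no-wash fluorescent dye · Evaluation – percent inhibition of ATP-evoked calcium rise, normalized to controls · Controls – ATP wells versus no-ATP DMSO wells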
# Numbers without * were called inactive; . = no result given.
# Keys: A = CHO-K1 Ca antag; B = OXTR potentiator; C = OXTR agonist; D = CHO-K1 Ca ag; E = M1 PAM parental; F = GPR7 antag; G = TAAR1 antagonist; H = V1aR counter; I = CHO parental Ca
N#CCC(CNc1ncc(C(F)(F)F)cc1Cl)OC(=O)c1cccc([N+](=O)[O-])c1 (stereo not drawn)
  A = -18.9; B = 7.8; C = -1.5; D = 0.6; E = 9.8; F = -7.5; G = 1.5; H = -1.4; I = -3.2

CC(C)(C)n1nnnc1C(c1ccccc1)N1CCc2ccccc2C1 (stereo not drawn)
  A = -12.1; B = 0.8; C = -0.3; D = -0.1; E = 15.3; F = 8.8; G = .; H = -0.6; I = -15.5

COc1ccccc1N(CC(=O)N1CCN(c2ccc(F)cc2)CC1)S(=O)(=O)c1ccc(C)cc1
  A = -5.6; B = -7.3; C = 2.5; D = 1.5; E = 4.9; F = -3.7; G = -32.2; H = 2.4; I = -19.7

COC(=O)c1cc(NS(=O)(=O)c2ccc(N3CCCCCC3)c([N+](=O)[O-])c2)cc(C(=O)OC)c1
  A = 13.8; B = -5.3; C = -0.5; D = -0.1; E = -1.9; F = 4.8; G = 3.9; H = -0.8; I = -19.7

COc1ccc(CN2CCN(CCc3ccccc3)C(CCO)C2)c(O)c1 (stereo not drawn)
  A = -15.8; B = -4.0; C = 2.0; D = 1.1; E = 22.3; F = -3.4; G = -24.5; H = 1.2; I = -20.1

COc1cc2c(C(=O)N3CCN(C4CCCCC4)CC3)cn(CC(C)C)c(=O)c2cc1OC
  A = .; B = -2.3; C = 0.1; D = .; E = .; F = -0.7; G = .; H = 0.1; I = -15.2

CCc1ccccc1N(CC(=O)NC1CCCCC1)C(=O)CCC(=O)Nc1ccccn1
  A = -15.2; B = -3.4; C = 0.6; D = 1.8; E = 1.6; F = 3.6; G = -20.7; H = 0.7; I = -23.6

CN(c1ccccc1)c1ccc(/C=C(\CCC(=O)O)c2nc3ccccc3s2)cc1[N+](=O)[O-]
  A = -0.8; B = -4.8; C = 0.4; D = 3.0; E = 2.7; F = -6.7; G = -9.0; H = 1.2; I = -5.3

Cc1c(C(=O)OCc2nc3scc(-c4ccccc4)c3c(=O)[nH]2)cccc1[N+](=O)[O-]
  A = -10.8; B = -6.8; C = 3.0; D = 4.0; E = 24.4; F = -9.0; G = 12.6; H = 4.3; I = -3.9

O=C(COC(=O)CCC(=O)c1ccc(F)cc1)Nc1cccc(S(=O)(=O)N2CCOCC2)c1
  A = -15.9; B = -16.1; C = 1.4; D = 5.2; E = -10.3; F = -6.0; G = -27.5; H = 2.1; I = 2.2

CCN(CC)C(=O)Cn1cnc2c1c(=O)n(C)c(=O)n2C
  A = 19.6; B = -2.1; C = 0.2; D = -0.2; E = -5.5; F = -11.0; G = 6.7; H = 0.4; I = 2.9

COCCNC(=O)C(OC(=O)c1cccs1)c1ccccc1 (stereo not drawn)
  A = -12.6; B = -12.1; C = -1.2; D = 0.1; E = 15.0; F = 1.1; G = -5.5; H = 0.1; I = -0.8

NNC(=O)[C@H](Cc1ccccc1)NC(=O)NCCc1ccccc1
  A = -2.8; B = -14.2; C = -0.9; D = -1.0; E = -11.9; F = -21.2; G = -16.9; H = 0.5; I = -20.4

O=C(NC(=O)c1ccccc1)C1=C(N2CCCC2)COC1=O
  A = -13.1; B = 2.5; C = 2.2; D = 0.3; E = 8.5; F = .; G = -0.1; H = 2.3; I = -0.8

Cc1ccc(S(=O)(=O)NCCC(=O)Nc2ccc(S(=O)(=O)NC(C)C)cc2)cc1
  A = -6.8; B = -4.9; C = -0.3; D = 0.5; E = 8.0; F = -10.6; G = -9.5; H = 0.5; I = 3.2

CCOC(=O)CCSc1nc(C)cc(C(F)(F)F)c1C#N
  A = -14.5; B = -10.2; C = 1.2; D = 0.3; E = -3.1; F = -10.6; G = -0.6; H = -0.5; I = -11.7

COc1ccc(OCCNC(=O)CSc2ccc(C(F)(F)F)cc2[N+](=O)[O-])cc1
  A = -7.0; B = -5.6; C = -0.4; D = 1.3; E = 18.5; F = -2.4; G = -17.9; H = 1.9; I = -1.2

CC(Oc1cc2oc(=O)cc(-c3ccccc3)c2cc1Cl)C(=O)NCC1CCC(C(=O)O)CC1 (stereo not drawn)
  A = 16.6; B = -1.3; C = 0.0; D = 0.0; E = -13.3; F = 0.5; G = 1.4; H = 0.7; I = -2.8

Cc1ccc(-c2cc(C(=O)N/N=C/c3cccnc3)c3ccccc3n2)cc1C
  A = 7.0; B = -2.7; C = -1.1; D = 0.9; E = -15.0; F = .; G = 5.0; H = -0.5; I = -15.1

CC(=O)c1cccc(NC(=O)c2cc(-c3ccco3)on2)c1
  A = -4.9; B = -0.2; C = 1.4; D = 1.6; E = 10.1; F = -9.9; G = -16.1; H = 1.1; I = -4.7

Cc1nnc(SCC(=O)NC(C)(C)C)n1C1CCCCC1
  A = 2.3; B = -2.4; C = 1.0; D = -0.4; E = -0.5; F = -4.5; G = -16.3; H = -0.2; I = -10.8

O=C(NCc1ccccn1)c1ccc(NS(=O)(=O)c2cccc([N+](=O)[O-])c2)cc1
  A = -18.9; B = -5.0; C = -0.1; D = 0.7; E = 18.7; F = .; G = -30.0; H = 0.4; I = 2.8

Cc1cccc(C(=O)N2CCN(c3ccc([N+](=O)[O-])c(N4CCOCC4)c3)CC2)c1
  A = 14.4; B = -6.4; C = -2.5; D = 0.8; E = 6.0; F = -2.0; G = 14.3; H = -0.4; I = -10.5

CCCOc1ncnc2c1sc1nc3c(cc12)COC(C)(C)C3
  A = -14.4; B = -8.0; C = -0.2; D = 0.2; E = 10.2; F = -6.1; G = -14.8; H = -0.5; I = 3.9

Cn1c(N)c(C(=O)COC(=O)CSc2ccc(Cl)cc2)c(=O)n(C)c1=O
  A = -6.2; B = -12.2; C = 6.1; D = 4.3; E = 23.2; F = -12.0; G = -31.1; H = 5.5; I = -21.4

Cc1ccc(NC(=O)CCc2c(C)[nH]c(=O)c(C#N)c2C)cc1
  A = -13.7; B = -1.0; C = -0.3; D = 0.8; E = 7.9; F = -5.0; G = 9.3; H = 0.8; I = -4.3

O/N=C1\CCCc2ccc(Cl)cc21
  A = 2.7; B = 1.1; C = -0.3; D = 0.2; E = 0.7; F = 4.8; G = -14.5; H = 0.6; I = -2.9

C[C@H](CO)N1C[C@H](C)[C@@H](CN(C)C(=O)Nc2ccc3c(c2)OCO3)Oc2ccc(NC(=O)Nc3ccc4c(c3)OCO4)cc2C1=O
  A = 1.6; B = 2.8; C = 0.0; D = -0.5; E = -4.8; F = .; G = -2.5; H = 0.6; I = 0.5

Cc1cc(/C=N/NC(=O)c2ccc(CN3CCOCC3)cc2)c(C)n1-c1ccccc1
  A = -19.0; B = -5.7; C = 0.9; D = 1.4; E = 11.4; F = -4.1; G = 17.3; H = -0.1; I = 2.2

CNCCNC[C@H](Cc1cccc2ccccc12)NCCc1ccccc1
  A = -9.4; B = -0.8; C = 1.7; D = 0.8; E = 11.5; F = .; G = -10.3; H = 1.8; I = -12.7

O=C1c2cccc3cccc(c23)C(=O)N1CCCSc1ncn[nH]1
  A = -8.6; B = -1.6; C = -0.3; D = 1.2; E = 26.2; F = -1.3; G = -24.8; H = -0.4; I = -13.6

Cc1ccc(NC(=O)N/C=C/c2ccc(Cl)cc2)cc1
  A = -7.4; B = -12.1; C = 0.7; D = 0.7; E = 19.6; F = 6.5; G = 20.9; H = 0.8; I = 1.7

CCCCn1c(NC(=O)c2ccco2)c(S(=O)(=O)c2ccc(C)cc2)c2nc3ccccc3nc21
  A = 1.6; B = .; C = .; D = 1.4; E = 9.0; F = -6.8; G = -0.8; H = .; I = .

CCCC1=C(C(=O)OCC)C(c2cccs2)n2ncnc2N1 (stereo not drawn)
  A = -5.1; B = -0.5; C = -2.9; D = 0.7; E = -1.7; F = -3.7; G = -0.6; H = -0.9; I = -12.3

Cc1ccc2c(c1)N(C)/C(=C/c1cccc[n+]1C)S2
  A = -8.4; B = -8.9; C = 0.0; D = 0.5; E = -5.5; F = 2.2; G = -7.2; H = 0.9; I = 10.7

O=C(N/N=C/c1cccnc1)c1sc2ccccc2c1Cl
  A = 8.2; B = -7.9; C = 0.0; D = 0.8; E = -17.3; F = -13.7; G = 14.5; H = 0.6; I = 1.9

COC(=O)Nc1c(-c2ccccc2)nc2ccc(C)cn12
  A = -0.2; B = -11.7; C = -0.5; D = 0.0; E = 1.8; F = -1.2; G = 6.9; H = -1.4; I = -12.9

C[C@@H]1CN([C@@H](C)CO)C(=O)c2cc(NC(=O)CCN3CCOCC3)ccc2O[C@@H]1CN(C)C(=O)Nc1ccccc1
  A = -3.6; B = 5.3; C = 0.8; D = 0.0; E = -4.8; F = .; G = 5.0; H = 1.5; I = -1.0

COC(=O)c1ccc(C(NC(=O)c2cccnc2)NC(=O)c2cccnc2)cc1
  A = -5.5; B = -7.4; C = -0.3; D = 0.7; E = 15.1; F = -4.4; G = -13.1; H = 3.1; I = 1.6

CCN(CC)CCNC(=O)C1c2ccccc2C(=O)N(CCOC)C1c1ccc(F)cc1 (stereo not drawn)
  A = 10.5; B = -9.9; C = -0.3; D = -0.2; E = -6.0; F = 6.9; G = 5.9; H = -1.0; I = -13.4

# Full records as entered above. Order of screens: CHO-K1 Ca antag, OXTR potentiator, OXTR agonist, CHO-K1 Ca ag, M1 PAM parental, GPR7 antag, TAAR1 antagonist, V1aR counter, CHO parental Ca
# Cc1ccc2c(c1)N(C)/C(=C/c1cccc[n+]1C)S2 is listed as -8.4, -8.9, 0.0, 0.5, -5.5, 2.2, -7.2, 0.9, 10.7
# COC(=O)c1ccc(C(NC(=O)c2cccnc2)NC(=O)c2cccnc2)cc1 is listed as -5.5, -7.4, -0.3, 0.7, 15.1, -4.4, -13.1, 3.1, 1.6

# (list continues)
# Keys: A = CHO-K1 Ca antag; B = OXTR potentiator; C = OXTR agonist; D = CHO-K1 Ca ag; E = M1 PAM parental; F = GPR7 antag; G = TAAR1 antagonist; H = V1aR counter; I = CHO parental Ca
COc1ccc(/C(C)=N/Nc2nccnc2Cl)cc1
  A = -8.9; B = 3.1; C = -1.4; D = -1.3; E = 3.9; F = .; G = -8.8; H = -0.2; I = -11.0

CCOP(=O)(OCC)C(NC(=O)Nc1ccc(Cl)cc1)C(N)=O (stereo not drawn)
  A = -12.0; B = -5.3; C = 0.1; D = 1.0; E = 22.4; F = 2.8; G = -1.6; H = 0.3; I = 3.5

CNC(=O)C[C@H]1C(=O)N(Cc2ccccc2)C[C@@H]1Cc1ccccc1
  A = -3.8; B = .; C = .; D = 0.5; E = -6.9; F = .; G = 0.5; H = .; I = .

Cc1nnc(SCC(=O)N(C(C)C)C(C)C)nc1C
  A = -9.9; B = -2.5; C = 0.7; D = 0.6; E = 15.1; F = -2.5; G = 10.0; H = 1.1; I = -14.6

# Screening data: PubChem BioAssay, The Scripps Research Institute Molecular Screening Center
